HSF-1 act – HSF-1 activators, primary screen, NIH3T3-HGL cells, MG132 stress, luminescence, single point. NIH3T3-HGL HSF-1 luciferase reporter, 8 h; 100% = twice DMSO control signal. activation, % at 9 µM. 1.7% of 300,000 active;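 active = mean replicate activation of at least 50% with a set share of replicates each reaching 50%; inconclusive = only one of those two conditions met; inactive = mean below 50% and too few replicates reaching it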;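 note: 0% = median of the neutral control wells and 100% = twice that signal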
KLF5 inhibitor – KLF5 expression inhibitors, primary screen, DLD-1 cells, luminescence. AID 1700, 2009. DLD-1 KLF5 promoter-luciferase reporter. 0.23% of 290,000 active. inhibition, % at 5 µM;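 active = inhibition above a per-plate limit of that plate's mean compound inhibition plus 3 SD, cut at about 60% in these data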;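 note: 0% = DMSO wells and 100% = LY294002 at 200 µM; higher means less KLF5 promoter-driven luciferase light; inactives centre near -14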
HSF1 inh – HSF1 inhibitors in luciferase reporter cells, primary screen, cell-based, NIH3T3, luminescence | NIH3T3-HGL HSE-luciferase, MG132-induced, luminescence 8 h; hits give low values | activity change, negative = inhibition, % at 7.5 µM (by protocol) | 0.77% of 300,000 active;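 active = more than half of replicate wells show activity change below -50%, luminescence cut by over half; inconclusive = some wells, but at most half, below -50%; inactive = no replicate well below -50%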;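 note: luciferase reports HSF-1 transcriptional activity via heat shock element; 0% = median of DMSO wells and -100% = zero luminescence signal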
IEC-6 tox – cytotoxicity in IEC-6 intestinal epithelial cells, primary screen, cytotoxicity control for KLF5 inhibitor project, cell-based, luminescence; 0.78% of 290,000 active; IEC-6 cytotoxicity, luminescence viability; inhibition, % at 5 µM; in the data active = inhibition above about 22%;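 note: 0% = plate median of test compound wells and 100% = cytotoxic reference compound wells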
HIF activator – HIF pathway transcriptional activators, primary screen, cell-based, U2OS HRE-luciferase, luminescence. activation, % at 7.5 µM (by protocol). 0.32% of 300,000 active. U2OS HRE-luciferase reporter; normalized: DMSO 0%, desferrioxamine 100%;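 active = mean activation of at least 10% of the iron chelator positive control signal, with at least half of replicates also reaching 10%; inconclusive = mean and replicate majority disagree about reaching 10%; inactive = mean and most replicates under 10%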
aSyn UTR inh – MLPCN primary screen, SNCA 5' untranslated region; alpha-synuclein 5'UTR reporter, inhibitor activity; inhibition, % (tested at 7.5 µM); AID 1813, 2009; 0.82% of 300,000 active; in the data active = inhibition above about 60%; inconclusive = no clear call, values can overlap the other calls;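 note: H4 neuroglioblastoma cells stably carrying SNCA 5'UTR luciferase fusion; 0% = DMSO wells and 100% = positive control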
Platelet DG rel – inhibitors of platelet dense granule secretion, primary screen, cell-based, MLPCN, human platelets; human platelet-rich plasma, SFLLRN dense granule ATP release, luminescence; inhibition, %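 (compounds screened at 7.5 µM in platelet-rich plasma)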; 0.22% of 300,000 active; AID 1663, 2009;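 active = mean replicate score, as percent of positive control, at or above 50; inconclusive = mean below 50 but at least one replicate at or above 50; inactive = mean and every replicate below 50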
HDAC3 inhib – HDAC3 deacetylase inhibitors, primary screen, biochemical, fluorescence, cell-free homogeneous; inhibition, % at 8.3 µM; recombinant HDAC3, fluorogenic peptide/trypsin coupled; 0.15% of 320,000 active; in the data active = inhibition above about 26%, passing the limit was not always enough; inconclusive = no clear call, values can overlap the other calls
Target sequence (O15379 whole entry, looked up): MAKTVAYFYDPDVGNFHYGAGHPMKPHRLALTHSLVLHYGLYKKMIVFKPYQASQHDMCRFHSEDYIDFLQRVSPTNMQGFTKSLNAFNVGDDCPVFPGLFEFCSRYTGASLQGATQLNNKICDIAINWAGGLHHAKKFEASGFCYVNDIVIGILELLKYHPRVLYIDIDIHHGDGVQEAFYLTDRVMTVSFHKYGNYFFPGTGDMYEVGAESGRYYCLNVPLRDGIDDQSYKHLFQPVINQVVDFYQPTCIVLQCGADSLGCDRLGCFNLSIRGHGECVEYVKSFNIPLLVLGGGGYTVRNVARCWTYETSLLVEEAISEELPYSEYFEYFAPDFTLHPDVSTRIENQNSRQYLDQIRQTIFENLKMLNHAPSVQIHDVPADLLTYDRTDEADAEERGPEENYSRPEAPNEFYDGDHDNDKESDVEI
HSP90 inh – HSP90 inhibitors, primary screen, cell lysate, luminescence | Rabbit reticulocyte lysate, luciferase refolding luminescence, 3 h | inhibition, % at 5.6 µM | 0.91% of 290,000 active;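 active = inhibition above the screen-wide mean plus 3 SD, computed separately per campaign, cut at about 16% in these data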;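 note: 0% = DMSO wells and 100% = 60 µM geldanamycin wells; inhibitors lower the luminescence because luciferase stays unfolded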
AI-2 QS mod – Vibrio harveyi AI-2 quorum sensing modulators, primary screen, JMH597 strain, luminescence/OD600 ratio. activity change, % at 7.5 µM. Vibrio harveyi JMH597 AI-2 luminescence/OD600 ratio, 9 h; hits give low values; strain lacks LuxN and CqsS sensors; 0 = neutral-control median. 0.4% of 300,000 active; in the data active = activity change below about -75%, passing the limit was not always enough; inconclusive = no clear call, values can overlap the other calls;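 note: luminescence divided by OD600 gain over 9 h not by final OD600 alone; inactives centre near 13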
Active calls of the source: *.

How did CCN(CC)CCOc1ccc2c(c1)C(=NO)c1cc(OCCN(CC)CC)ccc1-2 do in these assays?
HSF-1 act: 4; KLF5 inhibitor: 4; HSF1 inh: -7; IEC-6 tox: 37*; HIF activator: 62*; aSyn UTR inh: 8; Platelet DG rel: -7; HDAC3 inhib: -2; HSP90 inh: 6; AI-2 QS mod: 33

How did COc1ccc(-c2c(C#N)c(N)nc3sc(C(=O)c4ccc(C)cc4)c(N)c23)cc1 do in these assays?
HSF-1 act: 3; KLF5 inhibitor: 2; HSF1 inh: -10; IEC-6 tox: -2; HIF activator: 0.0; aSyn UTR inh: 25; Platelet DG rel: 2; HSP90 inh: -5; AI-2 QS mod: 7

How did CCOC(=O)COc1ccc(C)cc1-c1ccno1 do in these assays?
HSF-1 act: 2; KLF5 inhibitor: -4; HSF1 inh: 2; IEC-6 tox: 1; HIF activator: 0.2; aSyn UTR inh: 19; Platelet DG rel: 5; HDAC3 inhib: 3; HSP90 inh: 1; AI-2 QS mod: 22

How did CC(=O)Nc1ccc(S(=O)(=O)N2c3ccccc3NC(=O)CC2C)c(Cl)c1 (stereo unspecified) do in these assays?
HSF-1 act: 24; KLF5 inhibitor: -6; HSF1 inh: -4; IEC-6 tox: 1; HIF activator: -0.3; aSyn UTR inh: -7; Platelet DG rel: -17; HDAC3 inhib: -1; HSP90 inh: -5; AI-2 QS mod: 4

Results for O=C(O)CC(NC(=O)C12CC3CC(CC(C3)C1)C2)c1ccc(F)cc1 (stereo unspecified) ?
HSF-1 act: 13; KLF5 inhibitor: -20; HSF1 inh: 2; IEC-6 tox: 5; HIF activator: -26; aSyn UTR inh: -4; Platelet DG rel: -1; HDAC3 inhib: 2; HSP90 inh: -3; AI-2 QS mod: 11

How did CCN(c1ccc(OC)cc1)S(=O)(=O)c1cc(-c2cc(C)no2)ccc1C(C)C do in these assays?
HSF-1 act: 18; KLF5 inhibitor: -10; HSF1 inh: 12; IEC-6 tox: 6; HIF activator: 0.9; aSyn UTR inh: 12; Platelet DG rel: 5; HDAC3 inhib: -5; HSP90 inh: 6; AI-2 QS mod: -4

How did CCOc1cc2c(cc1OC)C(NC(=O)c1ccco1)CC2=O (stereo unspecified) do in these assays?
HSF-1 act: -1; KLF5 inhibitor: -33; HSF1 inh: -7; IEC-6 tox: -4; HIF activator: -0.4; aSyn UTR inh: 12; Platelet DG rel: -1; HDAC3 inhib: -2; HSP90 inh: -4; AI-2 QS mod: 18

What do the screens show for `CCc1ccc(/C=C2\Oc3cc(OS(C)(=O)=O)ccc3C2=O)cc1`?
HSF-1 act: -5; KLF5 inhibitor: -22; HSF1 inh: 0; IEC-6 tox: 0; HIF activator: -0.1; aSyn UTR inh: 20; Platelet DG rel: -6; HDAC3 inhib: 7; HSP90 inh: -1; AI-2 QS mod: 13

What do the screens show for `COC(=O)c1c(C)[nH]c(C(=O)CSc2ncnc3sc(-c4ccccc4)cc23)c1C`?
HSF-1 act: -12; KLF5 inhibitor: -16; HSF1 inh: -8; IEC-6 tox: 1; HIF activator: 0.1; aSyn UTR inh: 1; Platelet DG rel: -13; HDAC3 inhib: -7; HSP90 inh: 3; AI-2 QS mod: 18

What do the screens show for `COc1ccc(O)c(-c2[nH]ncc2C(=O)c2ccccc2C)c1`?
HSF-1 act: -6; KLF5 inhibitor: -5; HSF1 inh: -2; IEC-6 tox: 0; HIF activator: -0.5; aSyn UTR inh: 9; Platelet DG rel: -3; HDAC3 inhib: 8; HSP90 inh: 1; AI-2 QS mod: 22

What do the screens show for `O=C(c1cccc2ccccc12)N1CCN(Cc2ccccc2F)CC1`?
HSF-1 act: -2; KLF5 inhibitor: -56; HSF1 inh: -7; IEC-6 tox: 5; HIF activator: -1.2; aSyn UTR inh: 9; Platelet DG rel: -5; HDAC3 inhib: 0; HSP90 inh: 0; AI-2 QS mod: -2

Results for C/C(=N\NC(=S)NC(C)C)c1ccccc1OC(F)F ?
HSF-1 act: 0; KLF5 inhibitor: -4; HSF1 inh: -16; IEC-6 tox: 4; HIF activator: -0.8; aSyn UTR inh: -6; Platelet DG rel: -1; HDAC3 inhib: inconclusive; HSP90 inh: 5; AI-2 QS mod: 8

How did Cc1ccc(C)c(NS(=O)(=O)c2ccc(-c3ccc(=O)[nH]n3)o2)c1 do in these assays?
HSF-1 act: -2; KLF5 inhibitor: -21; HSF1 inh: 0; IEC-6 tox: 1; HIF activator: 1.2; aSyn UTR inh: 0; Platelet DG rel: 17; HDAC3 inhib: -6; HSP90 inh: 2; AI-2 QS mod: 13

Results for CCCC(=O)NC(=S)NNC(=O)c1ccc([N+](=O)[O-])cc1 ?
HSF-1 act: 9; KLF5 inhibitor: -3; HSF1 inh: -7; IEC-6 tox: 11; HIF activator: 0.2; aSyn UTR inh: -10; Platelet DG rel: 23; HDAC3 inhib: 2; HSP90 inh: 1; AI-2 QS mod: -35

How did Cc1ccc(C)c2sc(NC(=O)c3ccc(N4C(=O)CCC4=O)cc3)nc12 do in these assays?
HSF-1 act: 4; KLF5 inhibitor: 0; HSF1 inh: -4; IEC-6 tox: -1; HIF activator: -0.3; aSyn UTR inh: 10; Platelet DG rel: -69; HDAC3 inhib: -11; HSP90 inh: 0; AI-2 QS mod: 42

Results for Cc1ccccc1CNC(=O)CCn1nc(C)c2c(C)n(-c3ccccc3)nc2c1=O ?
HSF-1 act: -4; KLF5 inhibitor: -20; HSF1 inh: -2; IEC-6 tox: 2; HIF activator: -0.5; aSyn UTR inh: 11; Platelet DG rel: -4; HDAC3 inhib: -6; HSP90 inh: 1; AI-2 QS mod: 15

How did O=C(NCC(c1cccs1)N1CCOCC1)c1cccnc1 (stereo unspecified) do in these assays?
HSF-1 act: -7; KLF5 inhibitor: -22; HSF1 inh: -2; IEC-6 tox: -1; HIF activator: -0.6; aSyn UTR inh: -9; Platelet DG rel: 12; HDAC3 inhib: -3; HSP90 inh: -3; AI-2 QS mod: 14

Results for CC(=O)/C(N=Nc1ccc2c(c1)OCO2)=C(\C)O ?
HSF-1 act: -32; KLF5 inhibitor: -23; HSF1 inh: -15; IEC-6 tox: -9; HIF activator: 1.6; aSyn UTR inh: -245; Platelet DG rel: 15; HDAC3 inhib: 9; HSP90 inh: -4; AI-2 QS mod: 13

What do the screens show for `COc1ccc(C(=O)Nc2ccccc2C(=O)NCCN2CCOCC2)cc1OC`?
HSF-1 act: 2; KLF5 inhibitor: -22; HSF1 inh: 1; IEC-6 tox: -7; HIF activator: -0.3; aSyn UTR inh: 9; Platelet DG rel: 33; HDAC3 inhib: -6; HSP90 inh: -5; AI-2 QS mod: 11

How did COC(=O)c1ccc(C(=O)N2CCCC(CNC(=O)c3ccc(F)cc3)C2)cc1 (stereo unspecified) do in these assays?
HSF-1 act: -3; KLF5 inhibitor: -9; HSF1 inh: 2; IEC-6 tox: 6; HIF activator: 0.5; aSyn UTR inh: -1; Platelet DG rel: -18; HDAC3 inhib: 7; HSP90 inh: -3; AI-2 QS mod: 9

Results for Cc1ccc(-n2nc(C)c3c(C)c(CCC(=O)NCC4CCCO4)c(=O)n(C)c32)cc1 (stereo unspecified) ?
HSF-1 act: 14; KLF5 inhibitor: -18; HSF1 inh: 0; IEC-6 tox: 4; HIF activator: 0.2; aSyn UTR inh: 6; Platelet DG rel: 3; HDAC3 inhib: -1; HSP90 inh: 1; AI-2 QS mod: 5

How did CCOC(=O)c1ccc(S(=O)(=O)N2CCC(N3CCCCC3)CC2)cc1 do in these assays?
HSF-1 act: -11; KLF5 inhibitor: -31; HSF1 inh: -3; IEC-6 tox: 5; HIF activator: 0.2; aSyn UTR inh: -11; Platelet DG rel: 5; HDAC3 inhib: 4; HSP90 inh: -5; AI-2 QS mod: 26

What do the screens show for `COc1ccc(NC(=O)C2CCCO2)c(OC)c1` (stereo unspecified)?
HSF-1 act: 7; KLF5 inhibitor: -15; HSF1 inh: 2; IEC-6 tox: -2; HIF activator: 2.1; aSyn UTR inh: -2; Platelet DG rel: -5; HDAC3 inhib: -3; HSP90 inh: 1; AI-2 QS mod: 49

What do the screens show for `COc1cc(/C=C2\NC(=S)NC2=O)ccc1OCc1cccc(C(=O)O)c1`?
HSF-1 act: -17; KLF5 inhibitor: -156; HSF1 inh: -12; IEC-6 tox: 2; HIF activator: 2.1; aSyn UTR inh: -10; Platelet DG rel: -1; HDAC3 inhib: 2; HSP90 inh: 4; AI-2 QS mod: 14

Results for COc1ccc(-c2cc(C)nc(SCC(=O)c3cccc([N+](=O)[O-])c3)n2)cc1 ?
HSF-1 act: 17; KLF5 inhibitor: -12; HSF1 inh: -4; IEC-6 tox: 7; HIF activator: 0.1; aSyn UTR inh: 16; Platelet DG rel: 1; HDAC3 inhib: 4; HSP90 inh: 1; AI-2 QS mod: 39

How did N=c1oc2ccc(Br)cc2cc1C(=O)NCc1ccc(F)cc1 do in these assays?
HSF-1 act: -6; KLF5 inhibitor: 6; HSF1 inh: 0; IEC-6 tox: 7; HIF activator: -0.1; aSyn UTR inh: -4; Platelet DG rel: -12; HDAC3 inhib: 3; HSP90 inh: 1; AI-2 QS mod: 14

What do the screens show for `CC(=O)/C(=N\Nc1cccc(Cl)c1)Sc1cccc2cccnc12`?
HSF-1 act: 39; KLF5 inhibitor: 11; HSF1 inh: 26; IEC-6 tox: 6; HIF activator: 0.0; aSyn UTR inh: -12; Platelet DG rel: -2; HDAC3 inhib: 9; HSP90 inh: 4; AI-2 QS mod: 5

How did CC(C)CC(NC(=O)C1CCC(C)CC1)C(=O)NCc1cccnc1 (stereo unspecified) do in these assays?
HSF-1 act: 7; KLF5 inhibitor: -3; HSF1 inh: -2; IEC-6 tox: 4; HIF activator: 1.0; aSyn UTR inh: -18; Platelet DG rel: -3; HDAC3 inhib: 2; HSP90 inh: 5; AI-2 QS mod: 3

How did CNC(=O)CSc1nnc(-c2ccco2)n1-c1ccc(C)cc1 do in these assays?
HSF-1 act: 21; KLF5 inhibitor: -1; HSF1 inh: -9; IEC-6 tox: -2; HIF activator: -0.2; aSyn UTR inh: 24; Platelet DG rel: -1; HDAC3 inhib: -1; HSP90 inh: 1; AI-2 QS mod: 12

What do the screens show for `Cc1ccc(S(=O)(=O)N(C)CC(=O)N2CCCCCC2)cc1`?
HSF-1 act: 11; KLF5 inhibitor: 0; HSF1 inh: 7; IEC-6 tox: -1; HIF activator: 1.3; aSyn UTR inh: 3; Platelet DG rel: -5; HDAC3 inhib: 3; HSP90 inh: 2; AI-2 QS mod: -1

Compound activity: PubChem BioAssay, several laboratories
